KCNH2 3.1 block: qHTS for Inhibitors of KCHN2 3.1: Mutant qHTS. U2OS KCNH2 3.1, thallium flux FluxOr; hits give low values. AID 720553, 2013. activity change, % (tested at about 1.8 µM). Potassium voltage-gated channel subfamily H member 2, brain isoform KCNH2 3.1 (human). 340,000 compounds, 0.95% hits;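 active = maximum activity change below -70%; inconclusive = maximum activity change from -70% to -50%; inactive = maximum activity change above -50%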;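 note: thallium influx rate constant from kinetic fluorescence after stimulation buffer; % is set by controls: 0 for no effect and ±100 for the full control effect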
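U2OS cells transduced with KCNH2 3.1 mutant virus (1.77 x 10^8 /mL, 4 h), plated overnight at 37 C, loaded 45 min with FluxOr dye plus Red40 quencher. Thallium flux rate constant from kinetic reads after stimulation buffer, normalised to controls.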
FLuc modulator: qHTS profiling assay for firefly luciferase inhibitor/activator using purifed enzyme and Km concentrations of substrates (counterscreen for miR-21 project); Luciferin 4-monooxygenase (Photinus pyralis), P08659; purified FLuc, Km substrates, luminescence inhibition; Potency, µM (series often up to 57.5 µM), for inactives: at the top dose activity change, negative = inhibition, actives largely listed as inhibitors; 360,000 compounds, 6.9% hits;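 note: potency is the fitted concentration of half-maximal effect; plate controls were vehicle for no effect and reference inhibitor for full effect; nearly all actives have a fitted effect of over 55% in size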
Target sequence (P08659 whole entry, looked up): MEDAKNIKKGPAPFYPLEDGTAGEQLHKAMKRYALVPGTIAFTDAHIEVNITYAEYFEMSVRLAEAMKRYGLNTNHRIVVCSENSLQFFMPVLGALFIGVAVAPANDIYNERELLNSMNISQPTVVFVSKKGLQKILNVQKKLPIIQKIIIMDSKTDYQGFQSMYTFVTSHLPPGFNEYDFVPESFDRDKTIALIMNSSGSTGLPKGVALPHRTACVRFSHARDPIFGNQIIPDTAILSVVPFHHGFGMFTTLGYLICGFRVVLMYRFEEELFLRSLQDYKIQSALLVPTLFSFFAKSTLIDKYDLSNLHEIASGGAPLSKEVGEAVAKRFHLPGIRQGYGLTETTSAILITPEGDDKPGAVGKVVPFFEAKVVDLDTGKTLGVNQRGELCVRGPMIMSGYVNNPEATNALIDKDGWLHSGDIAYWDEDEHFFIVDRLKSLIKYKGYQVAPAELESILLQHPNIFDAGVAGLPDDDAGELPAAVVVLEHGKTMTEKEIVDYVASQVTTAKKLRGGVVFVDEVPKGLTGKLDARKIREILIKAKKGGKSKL
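Biochemical qHTS of compounds, final roughly 60 µM downward over six points, against 10 nM purified firefly luciferase using Km concentrations of substrates (10 uM D-luciferin, 10 uM ATP) in Tris acetate pH 7.5 buffer; luminescence output.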
NPC1 prom act: qHTS Assay for NPC1 Promoter Activators | Huh7 NPC1 promoter luciferase reporter, 24 h | Potency, µM (highest dose often 9.22 µM), for inactives: top-dose activation, usual class: activators | 320,000 compounds, 2.4% hits | AID 485313, 2010;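 note: potency is the fitted concentration of half-maximal effect; % of control where 0% means no effect; nearly all actives have a fitted effect of over 60% in size; reporter is driven by a mutant NPC1 promoter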
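Readout is luciferase luminescence, reflecting NPC1 promoter activation in stably transfected Huh7 cells after 24 h compound exposure at 37 °C in reduced-serum medium with 10% FBS.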
Rab9 prom act: qHTS Assay for Rab9 Promoter Activators; Huh7 Rab9 promoter-luciferase reporter, luminescence, 24 h; Potency, µM (titrated, usually from 9.22 µM), for the others: at the highest dose activation, negative = inhibition, actives largely listed as activators; 320,000 compounds, 2.8% hits; AID 485297, 2010; note: potency is the fitted concentration of half-maximal effect; % of control where 0% means no effect; nearly all actives have a fitted effect of over 60% in size
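Huh7 reporter line, Rab9 promoter upstream of luciferase. Compound exposure 24 h at 37 °C in reduced-serum medium with 10% FBS. Read-out: luminescence.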
ELG1 repair inh: qHTS screen for small molecules that inhibit ELG1-dependent DNA repair in human embryonic kidney (HEK293T) cells expressing luciferase-tagged ELG1 | HEK293T ELG1-luciferase reporter, luminescence, 16 h; DNA damage induced by 5-fluorouridine | 330,000 compounds, 2.3% hits | AID 504467, 2011 | Potency, µM (doses to about 46.1 µM), inactives show at the top dose activity change, negative = inhibition, most hits filed as inhibitors; note: potency is the fitted concentration of half-maximal effect; % is set by controls: 0 for no effect and ±100 for the full control effect; nearly all actives have a fitted effect of over 55% in size
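HEK293T cells expressing luciferase-tagged ELG1 (2,000/well) received 5-Fluorouridine plus compound or DMSO for 16 hr at 37 °C. Luciferase was read by ONE-Glo luminescence after 30 min at room temperature.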
Menin-MLL TR inh: qHTS Assay for Inhibitors Targeting the Menin-MLL Interaction in MLL Related Leukemias: Competition With Texas Red Labeled MLL-derived Mutant Peptide | Potency, µM (highest dose often 61.6 µM), for the others: top-dose FP activity change, negative = inhibition, actives largely listed as inhibitors | AID 1768, 2009 | Menin + Texas Red MLL mutant peptide, fluorescence polarization | 270,000 compounds, 0.23% hits; active = well fitted inhibition curve with a large enough effect in the polarisation, with a control signal flat, not every such curve was filed as active; inconclusive = small, poorly fitted or top-dose-only effect, or effect the other way, or a change in a side signal; inactive = no such curve, though single readings can be large or run the other way; the % refers to the polarisation; note: potency is the fitted concentration of half-maximal effect; % of control where 0% means no effect; many of its hits are not listed in these tables
Mito fusion act: qHTS Assay for Small Molecule Inhibitors of Mitochondrial Division or Activators of Mitochondrial Fusion; S. cerevisiae fusion-defective mutant growth rescue, CellTiterGlo 48 h; Potency, µM (doses to about 46.1 µM), for the others: at the top dose growth rescue (activation), hits mostly activators; 320,000 compounds, 0.23% hits; AID 485298, 2010;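 note: potency is the fitted concentration of half-maximal effect; % of control where 0% means no effect; nearly all actives have a fitted effect of over 45% in size; temperature-sensitive fusion mutants such as fzo1-1 at 37 °C on non-fermentable ethanol glycerol medium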
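Temperature-sensitive fusion-defective S. cerevisiae (e.g. fzo1-1, mgm1-5) were grown with compound in YPEG medium (3% ethanol, 3% glycerol) for 48 hours at 37C. Growth rescue was measured as viability by CellTiterGlo luminescence after 10 minutes at ambient.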
RORg inh: qHTS for inhibitors of ROR gamma transcriptional activity | Potency, µM (top dose mostly 53.6 µM), inactives show at the top dose activity change, negative = inhibition, actives largely listed as inhibitors | Nuclear receptor ROR-gamma (Mus musculus), P51450 | Drosophila S2 Gal4-RORgamma UAS-luciferase reporter, 20 h | 310,000 compounds, 5.4% hits; note: potency is the fitted concentration of half-maximal effect; % is set by controls: 0 for no effect and ±100 for the full control effect; nearly all actives have a fitted effect of over 60% in size
Target sequence (P51450 whole entry, looked up, the tested form may be a part): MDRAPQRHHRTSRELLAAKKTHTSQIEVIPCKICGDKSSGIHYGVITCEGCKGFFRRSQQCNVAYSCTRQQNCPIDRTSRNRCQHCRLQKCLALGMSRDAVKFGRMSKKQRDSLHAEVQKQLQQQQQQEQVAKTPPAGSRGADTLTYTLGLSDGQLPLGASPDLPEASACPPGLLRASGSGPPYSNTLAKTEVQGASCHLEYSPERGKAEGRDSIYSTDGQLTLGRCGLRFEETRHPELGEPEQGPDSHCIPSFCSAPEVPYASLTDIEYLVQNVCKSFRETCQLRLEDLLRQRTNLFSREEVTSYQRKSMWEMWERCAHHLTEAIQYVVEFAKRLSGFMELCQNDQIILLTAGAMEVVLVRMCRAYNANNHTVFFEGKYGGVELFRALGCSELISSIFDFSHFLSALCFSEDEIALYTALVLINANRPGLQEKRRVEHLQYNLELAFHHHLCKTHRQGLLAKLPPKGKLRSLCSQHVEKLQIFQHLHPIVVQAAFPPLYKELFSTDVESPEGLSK
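Drosophila Schneider cells stably carrying a metallothionein-driven Gal4 DBD–ROR gamma fusion and a UAS-Photinus luciferase reporter were exposed to compound for 1 hr, then induced with copper sulfate (700 uM final) for 20 hr at ambient temperature before luminescence reading.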
PKM2 activator: qHTS Assay for Activators of Human Muscle isoform 2 Pyruvate Kinase | AID 1631, 2009 | Potency, µM (titrated, usually from 57.5 µM), for the others: top-dose activation, usual class: activators | purified PKM2, Kinase-Glo ATP luminescence, activation; response scale: 0% is enzyme alone, no compound | Pyruvate kinase PKM (Homo sapiens), P14618 | 260,000 compounds, 0.34% hits; note: potency is the fitted concentration of half-maximal effect; % is set by controls: 0 for no effect and ±100 for the full control effect; nearly all actives have a fitted effect of over 55% in size
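ATP formation by purified human PK-M2, quantified via coupled luciferase luminescence after 1 h at room temperature with 0.1 mM ADP and 0.5 mM PEP final.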
MBNL1-CUG inh: qHTS Assay for Inhibitors of MBNL1-poly(CUG) RNA binding. AID 2675, 2010. TR-FRET MBNL1-His/biotin-(CUG)12 binding, 665/545 ratio. Muscleblind-like protein 1 (Homo sapiens), Q9NR56. Potency, µM (top dose mostly 57.5 µM), for the others: top-dose activity change, negative = inhibition, most hits filed as inhibitors. 280,000 compounds, 0.036% hits; active = well fitted inhibition curve with a large enough effect in the signal ratio, with a control signal flat, not every such curve was filed as active; inconclusive = small, poorly fitted or top-dose-only effect, or effect the other way, or a change in a side signal; inactive = no such curve, though single readings can be large or run the other way; the % refers to the signal ratio; note: potency is the fitted concentration of half-maximal effect; % is set by controls: 0 for no effect and ±100 for the full control effect
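His-tagged MBNL1 binding to biotinylated (CUG)12 RNA was measured by TR-FRET using terbium anti-His antibody (0.055 ng/ul final) and streptavidin-XL665 (5 nM final). Compounds were titrated 92 nM to 58 uM; 60 min at room temperature.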
VP16 counter: VP16 counterscreen qHTS for inhibitors of ROR gamma transcriptional activity; 310,000 compounds, 3.5% hits; Drosophila S2 Gal4-VP16 UAS-luciferase, luminescence, 20 h; Potency, µM (highest dose often 53.6 µM), inactives show at the top dose activity, negative = inhibition, most hits filed as inhibitors; AID 2546, 2010;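 note: Gal4-VP16 expression switched on by copper sulfate through the metallothionein promoter; potency is the fitted concentration of half-maximal effect; % is set by controls: 0 for no effect and ±100 for the full control effect; nearly all actives have a fitted effect of over 50% in size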
* = called active by the depositor; ? = inconclusive; / = not tested or not shown; & = joins results of further samples; [ ] = dose if it differs, or a comment. Unless noted, calls come from the whole dose curve; as a rule, active = well fitted curve in the direction sought with a large enough effect; inconclusive = small, poorly fitted or top-dose-only effect, or another doubt; inactive = no such curve, though single readings can be large; an effect the other way counts as inactive or inconclusive.

SMILES	KCNH2 3.1 block	FLuc modulator	NPC1 prom act	Rab9 prom act	ELG1 repair inh	Menin-MLL TR inh	Mito fusion act	RORg inh	PKM2 activator	MBNL1-CUG inh	VP16 counter
COc1ccc(Nc2nccc(N(C)C)c2C#N)cc1	10	0%	-2%	-2%	16%	-12%	3%	27%	-5%	5%	2%
COc1ccc(CN(C)C2CCCCC2)c(C)c1C	-1	5%	-3%	0%	0%	-4%	5%	?	-5%	-1%	0%
NS(=O)(=O)c1cccc(NC(=O)COC(=O)COc2ccc3ccccc3c2)c1	-7	?	-7%	4%	-3%	-2%	-3%	15%	-9%	7%	10%
CC(C)CNc1nnnc2c1sc1nc(N3CCOCC3)c3c(c12)CCCC3	12	0%	-5%	-7%	?	/	7%	-4%	3%	-6%	6%
S=C(N/N=C/c1ccccc1Cl)Nc1ccccc1	6	19µM*	?	?	11µM*	?	-15%	0.71µM*	1%	-9%	0%
C/C=C(\C)C(=O)O[C@@H]([C@H](O)c1cc2ccc(=O)oc2cc1OC)C(C)(C)O	17	-2%	-2%	-2%	5%	/	1%	/	/	/	/
CCn1cc(C(C)NC(=O)Nc2ccccc2C(=O)OC)c(C)n1 (centres undefined)	11	-10%	-6%	-2%	-3%	-2%	-4%	38%	-10%	2%	-1%
CC(C)CNC(=O)CN(C1CCCCC1)S(=O)(=O)c1ccccc1	5	2%	1%	-2%	-6%	-1%	-1%	9%	-6%	10%	-2%
COc1ccc(CCC2(C)NC(=O)NC2=O)cc1 (centres undefined)	-1	1%	-1%	-1%	-4%	-8%	-3%	-5%	-6%	-9%	-2%
Cc1ccc2c(c1)-c1c(ssc1=S)C(C)(C)N2C(=O)CSC1=NCCS1	5	2%	-3%	-14%	15%	2%	29%	?	4%	34%[activator]	-6%
Cc1ccc[n+](-c2[nH]c(=O)sc2/C=N/N=C(\[O-])c2cccnc2)c1	13	2%	-3%	0%	15%	5%	-5%	6%	4%	17%	-4%
CCCNc1cc(C)oc(=O)c1C(=O)CCC	6	0%	-1%	-4%	10%	-14%	8%	10%	-6%	-4%	-9%
CC(C)c1nnc(NC(=O)CCC(=O)N2CCN(c3ccc(F)cc3)CC2)s1	20	1%	0%	-11%	22%	/	-1%	9%	/	2%	0%
O=C(NCc1ccccc1Cl)c1cc(=O)[nH]c2ccccc12	10	-3%	2%	0%	-3%	-3%	0%	1%	6%	19%	7%
Cc1coc2cc3oc(=O)c4c(c3cc12)CCCC4	17	-2%	3%	10%	-1%	-10%	4%	-22%	1%	2%	-1%
c1ccc(C2=NN(c3ccccc3)C(c3ccco3)C2)cc1 (centres undefined)	-6	?	-3%	-11%	25%	?	6%	-3%	15%	17%	-17%
Cc1ccc(C(=O)N/N=C\c2ccc(Br)o2)o1	-14	?	12%	6%	12%	4%	-5%	-12%	4%	?	3%
COc1ccc(NC(=O)c2cc3nc(-c4ccccc4)cc(C)n3n2)cc1OC	/	-14%	-7%	-4%	10µM*	1%	20%	11%	0%	?	-18%
CCCCC(=O)Nc1nnc(/C=C/c2ccc(OC)cc2)s1	18	-12%	16%	20%	-5%	9%	0%	2%	-3%	4%	-13%
O=c1oc2c3c4c(cc2s1)CCCN4CCC3	0	-5%	-4%	-5%	-25%	?	14%	-3%	14%	24%	7%
Cn1c(=O)[nH]c(=O)c2c1nc(CN1CCN(c3cccc(Cl)c3)CC1)n2CCc1ccccc1	3	-1%	-3%	1%	?	?	17%	-9%	3%	6%	-2%
CC1=NN(C(=O)CSCc2ccccc2)C(O)(c2ccc(Cl)cc2)C1 (centres undefined)	-2	4%	0%	-10%	-13%	-16%	11%	10µM*	17%	-1%	?
O=C(CCCn1c(=O)c2ccccc2n(Cc2ccccc2)c1=O)NCc1ccco1	7	6%	-1%	-2%	?	?	6%	?	11%	-13%	-4%
Cn1c(NC(=O)c2cc(Br)ccc2Cl)cc(=O)n(C)c1=O	-10	3%	-1%	-2%	-2%	9%	4%	?	-3%	-2%	3%
Cc1cc(C)n2nc(C(=O)Nc3nnc(C4CC4)s3)nc2n1	5	3%	-2%	-1%	-11%	4%	1%	-13%	0%	-4%	-14%
COc1ccc(Br)cc1CNc1ccc(O)cc1	12	1%	2%	-1%	?	?	1%	8.9µM*	-8%	?	?
CCCCNC(=O)C1CCN(S(=O)(=O)c2c(C)noc2/C=C\c2ccc(OC)cc2)CC1	-24	1%	-2%	-2%	-1%	5%[11.7 µM]	3%	1%	-19%	2%	4%
O=C(CCc1c[nH]c2ccccc12)Nc1ncccc1O	13	-1%	7%	28%	0%	/	0%	19%	-6%	11%	-2%
O=C(O)c1nc(N2CCCC2)ncc1Cl	-8	5%	15%	-3%	4%	-3%	9%	6%	1%	-3%	-1%
CCOC(=O)N1CCN(C(=O)Cn2ccc3ccccc3c2=O)CC1	22	-2%	-4%	0%	0%	8%	-7%	-11%	1%	-7%	-12%
CSc1cccc(NC(=O)C2CCN(S(=O)(=O)c3ccc(F)cc3)CC2)c1	3	-6%	/	/	/	3%	23%	23%	-16%	11%	-11%
Cc1nc(N2CCC(C(N)=O)CC2)c2c(-c3cccs3)csc2n1	2	-16%	-2%	-18%	?	-7%	5%	18%	2%	15%	0%[10 µM]
COc1ccc(NC(=O)c2ccc(-n3c(C)ccc3C)cc2)c(OC)c1	-17	-18%	-3%	-2%	?	-6%	3%	27%	/	-2%	-5%
Cc1cc(C)nc(SCC(=O)NN)n1	-1	-3%	-6%	-2%	-12%	?	19%	8.9µM*	2%	2%	-9%
O=C(Nc1ccc(S(=O)(=O)Nc2ncccn2)cc1)c1ccccc1Cl	-1	-3%&6%	11%	-1%	4%	0%	-1%	14%	-1%	-6%	0%
O=C(O)CCc1nn2c3ccccc3nc2n(CCN2CCCCC2)c1=O	1	-2%	-6%	6%	-3%	34%[activator]	0%	-11%	-1%	-3%	-6%
COc1ccc(CN2CCC(=O)NC2=O)cc1	3	1%	-4%	7%	26%	2%	-4%	-5%	0%	-4%	-3%
CCC(=O)OCC(=O)Nc1cc([N+](=O)[O-])ccc1OC	0	0%	0%	-1%	2%	-4%	?	2%	2%	/	0%
CCOc1ccc(Oc2ccccc2NC(=O)C2=COCCO2)cc1	-20	3%	-4%	-1%	-16%	/	5%	/	/	/	/
O=C(NC(=S)Nc1ccc(S(=O)(=O)N2CCCCC2)cc1)c1ccccc1	-20	-3%	0%	-10%	?	?	-3%	8.9µM*	1%	3%	?
CCO[C@H]1OC(C(=O)NCc2ccccc2)=C[C@@H](C2CCCCC2)[C@@H]1CCCO	-3	0%	0%	-4%	-1%	-14%	11%	26%	1%	-5%	1%
S=c1[nH]nc(CCc2ccccc2)n1Cc1ccccc1	-2	0%	7%	2%	-1%	-11%	-5%	2.2µM*	-9%	6%	5µM*
COc1ccc(COC(=O)c2cccc(S(=O)(=O)N3CCN(C(C)=O)CC3)c2)cc1	3	10%	-6%	-8%	-22%	/	-4%	/	/	/	/
O=C(Cn1nnc2ccccc21)Nc1ccc(Cl)cn1	15	4%	0%	9%	?	1%	-2%	25%	-2%	-4%	20%
CCOC(=O)c1cccc(-c2ccc(C=O)o2)c1	-9	-18%	13%	18%	?	0%	4%	?	15%	?	-17%
COc1ccc(S(=O)(=O)Nc2ccc(N3CCOCC3)cc2)cc1	10	1%	0%	1%	-6%	10%	2%	0%	/	-6%	12%
Cc1cccc2c(C(=O)Nc3ccc(Br)cc3)cc(-c3ccccn3)nc12	17	-3%	3%	-2%	?	2%	-9%	-17%	2%	-5%	11%

The list is partial, so the mix of outcomes need not match the whole.
